cardiac RTF act: cardiac RTF calcium sensitization; activation, % at 7.2 µM; IANBD-labeled TnC RTF fluorescence at EC20 calcium; 0% EC20 calcium, 100% full calcium; actives 0.24% (n = 340,000); AID 493008; P19429+P45379;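 active = activation above the mean over all tested compounds plus 3 SD, cut at about 30% in these data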;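 note: rise in fluorescence read as greater calcium sensitivity of cardiac thin filaments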
Rtt109 Vps75: C. albicans Rtt109 histone acetyltransferase inhibition; purified Rtt109/Vps75, ThioGlo CoA-SH fluorescence, 4 h; inhibition, % at 34.9 µM; actives 0.16% (n = 330,000);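 active = inhibition of at least 50% in every replicate; inconclusive = best replicate reaches 50% inhibition but some replicates fall short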
Target sequence (Q5AAJ8 whole entry, looked up): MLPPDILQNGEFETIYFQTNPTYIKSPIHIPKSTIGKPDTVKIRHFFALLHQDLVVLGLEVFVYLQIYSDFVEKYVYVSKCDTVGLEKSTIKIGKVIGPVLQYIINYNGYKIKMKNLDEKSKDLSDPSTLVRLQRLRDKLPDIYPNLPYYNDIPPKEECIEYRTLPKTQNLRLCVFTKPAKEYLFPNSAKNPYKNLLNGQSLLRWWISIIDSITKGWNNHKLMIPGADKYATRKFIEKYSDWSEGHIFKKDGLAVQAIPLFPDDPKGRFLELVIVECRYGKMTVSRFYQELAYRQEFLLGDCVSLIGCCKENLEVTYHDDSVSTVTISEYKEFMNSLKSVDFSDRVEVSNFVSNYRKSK
PKA-R2B activ: activates the human PKA-R2B holoenzyme complex. P22694+P31323. PKA-R2B holoenzyme dissociation, Cy5-IP20 fluorescence polarization; R2B truncated from residue 108, S112A mutant; 0% DMSO only, 100% 113 µM cGMP. activation, % at 11.4 µM. actives 0.079% (n = 340,000);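 active = activation above a cutoff set at the mean over all compounds plus 3 SD, cut at about 18% in these data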;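 note: higher means more holoenzyme dissociation and a rise in polarization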
Cardiac RTF inh: cardiac RTF calcium desensitization. inhibition, % at 7.15 µM. actives 0.12% (n = 340,000). AID 493244. IANBD-labeled cardiac RTF, Ca2+ fluorescence. P19429+P45379;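 active = inhibition above the mean inhibition of all tested compounds plus 3 SD, cut at about 17% in these data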;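 note: assay run at fixed EC70 calcium of 1.6 mM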
DAGLB inhibitor: blocks human DAGLB lipase activity. HEK293T DAGLB membrane lysate, EnzChek fluorogenic substrate. AID 504411. inhibition, % at 5.17 µM. actives 0.059% (n = 340,000). Q8NCG7; in the data active = inhibition above about 34%;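 note: 0% = enzyme with vehicle and 100% = wells lacking enzyme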
LANA DNA inh: KSHV C-LANA DNA binding inhibition. MBP-C-LANA/FAM-LBS DNA binding, fluorescence polarization. inhibition, % at 9 µM. actives 0.078% (n = 340,000). AID 504423;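 active = highest replicate inhibition at or above 60% at 9 µM, even if other replicates fall short; inactive = all replicates below 60% inhibition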;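 note: 0% = neutral control wells and 100% = 4 µM acridine orange control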
CAL PDZ FP-1: inhibitors of human CAL PDZ peptide binding | Q9HD26 | purified CAL PDZ, TMR-peptide fluorescence polarization, 1 h | inhibition, % at 20 µM | actives 0.02% (n = 330,000) | AID 504414;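 active = highest replicate inhibition of at least 40%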;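 note: plate controls were DMSO neutral control wells for no effect and unlabeled competitor peptide control wells for full effect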
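Material – purified CerCALP PDZ construct · Detection – FP readout, S and P plane fluorescence · Measure – percent inhibition from loss of millipolarization · Controls – unlabelled peptide for full inhibition, DMSO wells as neutral · Probe or stimulus – TMR-labelled reporter peptide T*-PRC34 bound in PDZ groove · Times – 1 h at RT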
SR-BI DiI-HDL act: SR-BI HDL lipid transfer activation | CHO ldlA[mSR-BI] cells, DiI-HDL uptake fluorescence, 3 h; 100 = double the neutral-control signal | activation, % at 12.5 µM | actives 0.096% (n = 320,000) | AID 504775;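 active = mean replicate activation of at least 60% and every replicate at or above 60%; inconclusive = mean or all-replicate condition met, but not both; inactive = mean below 60% and not all replicates reaching 60%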;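 note: 0% = median plate neutral-control signal and 100% = twice that signal; values of inactives mirror those of a sister screen read the other way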
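Material: SR-BI-overexpressing, LDLR-lacking CHO cells | Dosing: Single compound concentration, delivered by pin transfer | Probe or stimulus: Labelled HDL, 10 µg/mL | Signal: Bottom-read cell fluorescence after medium removal, ex 550/em 595 nm | Schedule: 3 h, 37 °C | Evaluation: HDL uptake via cellular fluorescence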
CAL PDZ FP-2: CAL PDZ (human) peptide binding inhibition; Q9HD26; purified CAL PDZ, TMR-peptide fluorescence polarization, 1 h; inhibition, % at 24.9 µM; actives 0.92% (n = 300,000); AID 602252;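 active = mean inhibition of at least 30% with at least half of replicates also reaching 30%; inconclusive = no clear call, values can overlap the other calls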;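 note: 0% = DMSO neutral control and 100% = excess unlabeled competitor peptide PRC23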
Keap1 Nrf2 FP: inhibitors of human Keap1-Nrf2 protein-protein interaction. actives 0.15% (n = 340,000). inhibition, % at 9.4 µM. Keap1 Kelch-Nrf2 peptide fluorescence polarization, 1536-well. Q14145; in the data active = inhibition above about 12%; inconclusive = no clear call, values can overlap the other calls; inactive = below about 7.3%;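 note: human Keap1 Kelch domain with fluorescein labeled Nrf2 9mer peptide probe; 0% = neutral control wells and 100% = peptide positive control; higher means more block of Keap1 binding to Nrf2 peptide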
Target sequence (Q14145 whole entry, looked up, the tested form may be a part): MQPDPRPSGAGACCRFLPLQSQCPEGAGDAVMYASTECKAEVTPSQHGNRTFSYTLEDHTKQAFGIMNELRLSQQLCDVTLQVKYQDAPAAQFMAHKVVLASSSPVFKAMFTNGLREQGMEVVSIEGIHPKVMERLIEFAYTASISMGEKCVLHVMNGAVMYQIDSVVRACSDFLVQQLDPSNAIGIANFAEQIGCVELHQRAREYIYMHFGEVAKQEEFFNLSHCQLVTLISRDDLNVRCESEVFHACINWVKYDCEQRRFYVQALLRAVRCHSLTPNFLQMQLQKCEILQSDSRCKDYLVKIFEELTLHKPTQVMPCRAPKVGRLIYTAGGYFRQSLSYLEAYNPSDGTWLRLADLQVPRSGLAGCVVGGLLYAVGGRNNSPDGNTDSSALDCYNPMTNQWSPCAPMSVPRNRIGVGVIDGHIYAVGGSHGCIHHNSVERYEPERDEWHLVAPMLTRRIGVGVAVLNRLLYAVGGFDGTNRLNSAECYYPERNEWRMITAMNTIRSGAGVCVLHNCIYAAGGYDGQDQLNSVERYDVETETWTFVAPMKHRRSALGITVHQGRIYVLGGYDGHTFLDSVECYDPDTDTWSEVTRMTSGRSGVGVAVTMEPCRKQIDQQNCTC
* hit, by the source's call; ? = inconclusive; / = no result given.

Results follow in this order: cardiac RTF act, Rtt109 Vps75, PKA-R2B activ, Cardiac RTF inh, DAGLB inhibitor, LANA DNA inh, CAL PDZ FP-1, SR-BI DiI-HDL act, CAL PDZ FP-2, Keap1 Nrf2 FP
CCCC1(C(=O)OC)NC(c2ccco2)C2C(=O)N(C)C(=O)C21 (centres undefined)
    -1, 2, 2, -8, 1, 0.6, 0.0, 9, 2, -3
CCN(C[C@H]1N[C@@](CC)(C(=O)OC)[C@H]2C(=O)N(Cc3ccccc3)C(=O)[C@@H]12)C(=O)NC(C)C
    -2, -8, -2, 0, -2, -0.4, 0.8, -22, -1, -1
COc1nc(NCCN2CCOCC2)nc(Nc2ccc([N+](=O)[O-])cc2)n1
    4, -22, -6, 3, -4, -0.9, 0.0, -27, /, -7
CCSc1nnc(NC(=O)CSc2nnc(-c3c[nH]c4ccccc34)n2CC)s1
    1, 8, -12, -3, 4, -0.7, 0.2, 4, 2, -2
Cc1cccc(NC(=O)C2CC(=O)n3ncnc3N2)c1 (centres undefined)
    /, -2, /, /, /, -1.3, -2.2, 11, /, -3
COc1cccc(-c2cc(C(=O)Nc3c(C)n(C)n(-c4ccccc4)c3=O)no2)c1
    2, 11, -19, 8, -2, 0.6, -1.2, 14, -1, -3
O=C(Cn1ccc(C(F)(F)F)n1)NNC(=O)c1cccnc1
    -3, 3, 3, 1, -1, 5.3, -2.7, 14, 3, 4
COC(=O)CC1COc2ccccc2N1C(=O)c1cccc(C(F)(F)F)c1 (centres undefined)
    -3, -1, 1, -2, -2, -0.6, -1.2, 13, -1, -2
CCC1CCCCN1CCNC(=O)CCS(=O)(=O)c1ccc(Br)cc1 (centres undefined)
    -2, -15, 6, -13, -2, -0.4, -2.7, 0, /, ?
Cc1cccc(N2C(=O)C(Oc3ccc(Cl)cc3Cl)C2C=O)c1C (centres undefined)
    0, 13, -10, -18, -1, 0.5, -2.3, -16, -4, -1
O=C(CCc1nc(-c2ccccc2Cl)no1)Nc1cccnc1
    2, -14, 1, 2, -2, 2.2, -2.0, 5, 0, -2
O=C(Nc1ccc(Cl)cc1Cl)NC1CCN(S(=O)(=O)c2ccc(F)cc2)CC1
    1, -2, -1, 0, -5, 0.5, -2.1, -15, -9, -4
Cc1ccc(C2CC(C(F)(F)F)n3nc(C(=O)NCc4ccco4)cc3N2)cc1 (centres undefined)
    -1, 1, 10, -4, -2, 0.4, -0.8, -12, /, 0
O=C(c1ccc(Cl)cc1)N1C2C=CC(C2)C1(C(F)(F)F)C(F)(F)F (centres undefined)
    7, 7, -12, -28, -3, -1.3, -0.1, -15, -5, -8
Nc1nnc(CSCc2ccccc2Cl)s1
    0, 2, -9, 4, -1, -0.5, -1.5, -2, -2, -2
CCn1cc(Cl)c(C(=O)Nc2cc(C(=O)OC)cc(C(=O)OC)c2)n1
    1, 13, -7, -9, -1, -1.2, 0.3, -39, 2, -4
O=C(CN1CCOCC1)N/N=C/c1ccc(-c2ccc(C(=O)O)cc2)o1
    -1, 26, -5, 2, 1, 0.5, -3.8, /, -2, -1
COC(=O)c1ccccc1NC(=O)NCC1CCCO1 (centres undefined)
    -2, -6, -6, 1, -1, -0.7, 0.7, -4, /, -1
Fc1ccc(F)c(NC2=NCCCCC2)c1
    3, 0, 16, -1, -2, -1.4, -1.9, 12, -4, 2
C=Cc1ccc2c(c1)OCCOCCOCCOCCOCCO2
    5, 1, -4, -5, 3, 1.7, -2.7, /, -2, -1
CCOC(=O)c1cnc2c(C#N)c(C)nn2c1C
    1, -16, 3, -3, -1, 2.0, 0.2, 12, -4, -2
Cc1ccc(NC(=O)CN2C(=O)CCSc3ccc(S(=O)(=O)N4CCCC4)cc32)cc1C
    0, -8, 3, -2, -1, 0.4, -0.3, 1, -6, -6
COc1ccc(N(CC(=O)NCc2cccs2)S(=O)(=O)c2cccc(C)c2)cc1
    -4, 0, 12, -2, -2, -1.6, -0.1, 17, 0, -5
COc1ccc(-c2nc(-c3ccc(Br)o3)no2)cc1
    -1, -8, -7, -1, -7, 0.2, -0.6, 28, /, -4
c1ccc(Cn2nnnc2CN2CCN(c3ncccn3)CC2)cc1
    2, -5, 7, 3, -2, 0.5, -2.9, 2, 5, -5
c1ccc(COC2CCCN(Cc3nc(-c4cccs4)no3)C2)nc1 (centres undefined)
    1, 2, -15, 1, -3, -2.2, -1.0, 0, 0, -1
C#CCOCCOCCOCCNc1nc(N2CCN(C(=O)[C@H](CO)n3cc([C@@H](N)C(C)C)nn3)CC2)nc(N2CCN(C(=O)[C@H](CCC(=O)O)n3cc([C@@H](N)[C@H](C)CC)nn3)CC2)n1
    -4, -1, 11, -2, 2, -2.0, -0.7, 28, -4, -3
O=C(O)c1cccc(NC(=O)c2cccc(S(=O)(=O)N3CCc4ccccc4C3)c2)c1
    7, -1, -11, -1, -2, 1.6, -1.1, 9, /, -3
N#C/C(=C\N1CCOCC1)c1ccccc1
    1, 0, -5, 1, 4, -3.1, -0.3, 7, -1, 1
CCCn1c(=O)c(C(=O)N/N=C/c2ccccc2F)c(O)c2ccccc21
    2, -5, -5, 2, -3, -0.5, -2.4, 13, -3, -3
O=C(O)CSC1CC(=O)N(c2ccc(Cl)c(Cl)c2)C1=O (centres undefined)
    0, -14, -3, -4, -5, -1.0, -3.9, /, 5, -2
Cc1cccc(NC(=O)CN2C(=O)N/C(=C/c3cc(C)n(-c4ccncc4)c3C)C2=O)c1
    -3, 4, 3, -7, 2, -1.0, -0.7, 19, -10, 2
C=CCn1c(-c2cccs2)nc2nc3ccccc3nc21
    -2, -121, -6, 4, 2, -1.4, -1.6, -7, -5, -2
COc1cccc(N2CCN(C(=O)c3c(C)nn(-c4ccccc4)c3C)CC2)c1
    9, -5, 2, -9, 0, -1.3, -2.0, 8, 2, -2
CN(Cc1ccccc1)C(=S)Nc1ccc(OC(F)F)cc1
    -1, 2, -15, -4, -5, -0.8, -0.2, 6, -6, -4
CCN1CCN(c2ccc(S(=O)(=O)N3CCOCC3)cc2NC(=O)C(C)Oc2cccc(Cl)c2)CC1 (centres undefined)
    -8, 12, -22, -4, 0, 1.0, -2.7, 12, 0, -3
C#CCNC(=O)C1=C[C@H](C2CCCCC2)C[C@H](OCCCCO)O1
    -1, 3, 0, -7, -2, -3.9, -0.5, 28, -1, -5
Cc1cc(C)c2c(n1)SCC(=O)N2CC(=O)Nc1ccccc1Cl
    -6, -3, -10, 2, 1, -0.1, 0.2, -4, -1, -2
O=C(c1ccc2c(c1)OCCO2)N1CCCC(CNS(=O)(=O)c2cccs2)C1 (centres undefined)
    2, -1, -7, -4, -1, -0.7, 0.2, 12, /, 0
CCOc1ccc2[nH]c(=O)c(CN(CCO)C(=O)c3ccc(OC)c(OC)c3)cc2c1
    -5, -1, -9, 6, 0, 14, 0.7, -27, /, -1
CCCC1CC(CSc2ncn[nH]2)OC1=O (centres undefined)
    -3, 6, -4, -2, 0, -1.3, -0.8, 16, /, -3
COc1ccc(NC(=O)CSc2nnc(-c3cccnc3)n2C)cc1
    5, -2, -13, -3, 1, 0.6, 0.2, /, -2, -7
COc1ccc(CCN=C(NS(=O)(=O)c2ccccc2)c2ccccc2)cc1OC
    0, -1, -3, 3, 1, -0.4, 1.7, 0, -1, 1
O=C(Nc1cccc(C(=O)NC2CCCC2)c1)c1ccccc1
    -1, 3, 0, 4, 2, -1.4, -3.0, -36, -6, 1
COc1ccc(NC(=S)N2CCC(C(=O)c3ccc(F)cc3)CC2)cc1
    -2, 3, 1, -8, -1, 1.0, -1.1, -40, 2, -1
CCc1c(C)nc2cc(-c3ccc(OC)c(OC)c3)nn2c1N1CCCC1
    -2, 8, -8, 6, -5, 0.7, 0.1, -59, 1, -3
CCc1c(C2(O)CCCCC2)[nH]c2cnccc12
    -3, 12, -5, -8, 0, -1.6, -1.1, 8, 0, -2
Cn1c(N)c(C(=O)CSc2nnc(C3CC3)n2N)c(=O)n(C)c1=O
    -1, 4, 16, -1, -2, -0.9, -0.5, 6, -3, -1
CCOc1cc2nc3c4ccccc4n(C)c3nc2cc1OCC
    13, 3, -3, -9, 1, 4.3, -1.8, -60, 0, -4
CC(NC(=O)c1ccc(CS(C)(=O)=O)cc1)C1CC2CCC1C2 (centres undefined)
    1, 1, -4, -12, 2, 2.0, -0.7, /, -3, 0
CC(=O)N1CCc2cc(S(=O)(=O)C(C)CC(=O)NCc3ccc(C)o3)ccc21 (centres undefined)
    -2, -1, -2, -4, 2, 0.7, -0.2, 25, -2, -12
CCCCn1c(CCC(=O)O)ccc1-c1cccs1
    5, -2, 1, -6, 1, -2.0, 0.6, /, 0, -3
Cc1nc(NCC2CCCO2)nc2c1C(=O)CC(C)(C)C2 (centres undefined)
    3, 5, 10, -1, -4, -1.0, -1.3, -8, 0, -2
CCCCn1c(N)c(N(CC(C)C)C(=O)c2cccc(S(=O)(=O)N(C)c3ccc(C)cc3)c2)c(=O)[nH]c1=O
    -8, -7, 11, -4, 4, 0.0, -1.8, 34, -3, 4
CCc1ccccc1NC(=O)CCCSc1nc2ccccc2s1
    -1, -7, -1, -6, -9, 1.4, -2.4, 26, -1, 5

Compound activity deposited in PubChem by several laboratories.
